GAA spleen mod: qHTS Assay for Inhibitors and Activators of Human alpha-Glucosidase From Spleen Homogenate; Lysosomal alpha-glucosidase (Homo sapiens), P10253; human spleen homogenate, 4-MU-alpha-glucoside fluorescence; Potency, µM (doses to about 79.9 µM), without a hit: at the top dose activity change, negative = inhibition, hits mostly inhibitors; 0.006% of 240,000 active;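 note: 0% = enzyme with vehicle and -100% = no enzyme basal signal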
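Compounds were titrated against alpha-glucosidase in spleen homogenate at pH 5.0, with 1 mM 4-methylumbelliferyl substrate for 40 min at 37 C. Reactions were quenched with pH 10 NaOH/glycine and fluorescence measured.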
TR SRC2 fluor cs: Total Fluorescence Counterscreen for Inhibitors of the Interaction of Thyroid Hormone Receptor and Steroid Receptor Coregulator 2 | 0.29% of 280,000 active | TRb/SRC2 Texas Red total fluorescence interference | Potency, µM (highest dose often 106 µM), for the others: at the highest dose fluorescence change, negative = quenching; active = well fitted curve in either direction with a large enough effect; inconclusive = small, poorly fitted or top-dose-only effect
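Human TRb ligand-binding domain at 0.6 uM with 20 nM Texas Red SRC2 peptide in Tris buffer containing 1 uM T3 and 5% DMSO, incubated with compound 5 h at ambient temperature. Total fluorescence (555/632 nm) calculated as parallel + 2 × perpendicular.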
RECQ1 helicase: qHTS Assay for Inhibitors of RecQ-Like Dna Helicase 1 (RECQ1); Potency, µM (highest dose often 57.3 µM), without a hit: top-dose activity, negative = inhibition, most hits filed as inhibitors; RECQ1 DNA unwinding, red fluorescence kinetic read; 0.54% of 240,000 active; ATP-dependent DNA helicase Q1 (Homo sapiens), P46063;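 note: plate controls were vehicle for no effect and no enzyme for full effect; nearly all actives have a fitted effect of over 30% in size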
Target sequence (P46063 whole entry, looked up): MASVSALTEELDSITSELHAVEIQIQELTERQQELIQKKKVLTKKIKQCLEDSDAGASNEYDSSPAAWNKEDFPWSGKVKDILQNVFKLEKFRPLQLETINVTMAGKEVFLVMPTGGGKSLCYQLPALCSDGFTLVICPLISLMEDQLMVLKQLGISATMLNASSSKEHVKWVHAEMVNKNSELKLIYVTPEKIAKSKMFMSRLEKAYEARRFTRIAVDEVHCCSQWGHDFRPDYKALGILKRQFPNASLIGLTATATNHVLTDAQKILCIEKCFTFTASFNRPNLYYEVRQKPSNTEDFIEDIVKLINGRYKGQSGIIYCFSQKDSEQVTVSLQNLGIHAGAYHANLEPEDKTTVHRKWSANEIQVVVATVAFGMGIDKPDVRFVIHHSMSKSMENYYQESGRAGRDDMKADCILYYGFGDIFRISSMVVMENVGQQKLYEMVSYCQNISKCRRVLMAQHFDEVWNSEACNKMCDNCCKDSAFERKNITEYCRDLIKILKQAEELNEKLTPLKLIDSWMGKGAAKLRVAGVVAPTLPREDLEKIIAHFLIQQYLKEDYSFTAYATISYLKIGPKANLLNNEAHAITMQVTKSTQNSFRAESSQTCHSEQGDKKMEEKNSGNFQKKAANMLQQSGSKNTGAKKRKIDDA
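RECQ1T1 50 nM; forked duplex (20 bp + 30-nt ss tails) 200 nM, ATP 2 mM final; pH 8.0, 2 mM MgCl2, 2.5 ug/ml poly(dI-dC); 15 min compound preincubation; discontinuous kinetic read over 2 h at RT.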
GAA glycogen mod: qHTS Assay for Inhibitors and Activators of Human alpha-Glucosidase Cleavage of Glycogen. Lysosomal alpha-glucosidase (Homo sapiens), P10253. Potency, µM (titrated, usually from 76.4 µM), for inactives: at the highest dose activity change, negative = inhibition, hits mostly inhibitors. 0.38% of 300,000 active. recombinant GAA, glycogen substrate, Amplex Red glucose oxidase fluorescence;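 note: 0% = full enzyme reaction and -100% = no-enzyme basal signal; the screen sought inhibitors and activators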
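Recombinant human alpha-glucosidase (4 nM final) hydrolysed bovine liver glycogen (30 ug) for 40 min at 37 C in pH 5.0 citrate/phosphate with 0.01% Tween-20. Released glucose detected by glucose oxidase/Amplex Red, Ex 573/Em 610 nm. Compounds up to 77 uM; AC50 from Hill fits.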
TRb-SRC2 inh: qHTS for Inhibitors of the Interaction of Thyroid Hormone Receptor and Steroid Receptor Coregulator 2 | 0.065% of 280,000 active | AID 1469, 2008 | Thyroid hormone receptor beta (Homo sapiens), P10828 | Potency, µM (series often up to 106 µM), for inactives: at the highest dose activity change, negative = inhibition, most hits filed as inhibitors | TRbeta-SRC2 peptide binding, fluorescence polarization; receptor liganded with 1 µM T3;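 note: plate controls were bound peptide for no effect and peptide without receptor for full effect; nearly all actives have a fitted effect of over 50% in size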
Target sequence (P10828 whole entry, looked up): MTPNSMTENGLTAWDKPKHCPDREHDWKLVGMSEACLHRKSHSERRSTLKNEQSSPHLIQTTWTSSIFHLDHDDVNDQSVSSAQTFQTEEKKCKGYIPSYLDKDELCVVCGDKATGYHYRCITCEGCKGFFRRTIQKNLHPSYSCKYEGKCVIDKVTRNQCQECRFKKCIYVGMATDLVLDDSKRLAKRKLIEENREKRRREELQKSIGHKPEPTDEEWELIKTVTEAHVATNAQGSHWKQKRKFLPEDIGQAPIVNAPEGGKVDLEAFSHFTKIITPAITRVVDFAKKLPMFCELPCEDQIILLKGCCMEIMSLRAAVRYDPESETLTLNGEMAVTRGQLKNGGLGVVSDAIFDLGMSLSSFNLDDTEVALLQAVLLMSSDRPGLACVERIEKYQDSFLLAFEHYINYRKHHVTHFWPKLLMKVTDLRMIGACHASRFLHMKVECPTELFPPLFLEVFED
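Compounds were added to 0.6 uM TRb ligand-binding domain and 20 nM Texas Red-labeled SRC2 peptide in Tris buffer containing 1 uM T3, incubated 5 hr at ambient temperature, then read by fluorescence polarization.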
L3MBTL1 inh: qHTS Assay for the Inhibitors of L3MBTL1 | Lethal(3)malignant brain tumor-like protein 1 (Homo sapiens), Q9Y468 | AlphaScreen L3MBTL1–H3K9me1 peptide binding | Potency, µM (highest dose often 57.1 µM), for the others: at the top dose activity, negative = inhibition, hits mostly inhibitors | 0.66% of 230,000 active | AID 485360, 2010; note: nearly all actives have a fitted effect of over 60% in size
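Read-out is AlphaScreen signal from streptavidin donor and nickel chelate acceptor beads (10 ug/mL final each) bridging L3MBTL1 (50 nM) and biotinylated K9-monomethylated H3(1-15) peptide (75 nM), after 30 min compound exposure at room temperature.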
GAA inhib: qHTS Assay for Inhibitors of Human alpha-Glucosidase as a Potential Chaperone Treatment of Pompe Disease; purified human GAA, 4-MU-alpha-glucoside fluorescence; Potency, µM (series often up to 76.9 µM), inactives show at the top dose activity change, negative = inhibition, actives largely listed as inhibitors; 0.005% of 200,000 active; AID 1466, 2008;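 note: plate controls were uninhibited enzyme wells for no effect and no-enzyme background for full effect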
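Human alpha-glucosidase, 4 nM, pre-mixed with test compounds before 400 uM 4-methylumbelliferyl substrate; 20 min room temperature at pH 5.0. Fluorescence read after pH 10 stop; AC50 values from Hill-equation fits.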
GoLoco inh red: qHTS Assay for Inhibitors of RGS12 GoLoco Motif Activity (Red Fluorophore). Guanine nucleotide-binding protein G(i) subunit alpha-1 (Homo sapiens), P63096. Gai1:RGS12 GoLoco peptide FP, rhodamine, 10 min. Potency, µM (series often up to 61.6 µM), without a hit: at the top dose activity, negative = inhibition, most hits filed as inhibitors. 0.44% of 230,000 active; active = well fitted inhibition curve with a large enough effect, not every such curve was filed as active; inactive = no such curve, though single readings can be large or run the other way; note: nearly all actives have a fitted effect of over 30% in size; many of its hits are not listed in these tables
Numbers without * were called inactive; i = inactive; ? = inconclusive; . = not tested or not shown; [ ] = another dose, or the depositor's remark. Unless noted, calls come from the whole dose curve; as a rule, active = well fitted curve in the direction sought with a large enough effect; inconclusive = small, poorly fitted or top-dose-only effect, or another doubt; inactive = no such curve, though single readings can be large; an effect the other way counts as inactive or inconclusive. Unless noted, % is set by controls: 0 for no effect and ±100 for the full control effect; potency is the fitted concentration of half-maximal effect. Not all compounds are listed (hit frequency here may not be typical).

| Structure | GAA spleen mod | TR SRC2 fluor cs | RECQ1 helicase | GAA glycogen mod | TRb-SRC2 inh | L3MBTL1 inh | GAA inhib | GoLoco inh red |
| --- | --- | --- | --- | --- | --- | --- | --- | --- |
| C#CCOCCOCCOCCNc1nc(N2CCOCC2)nc(N2CCN(C(=O)[C@H](Cc3cc4ccccc4[nH]3)n3cc([C@@H](N)CC(C)C)nn3)CC2)n1 | -1.1% | -1.4% | -14.0% | -6.2% | -4.1% | -1.4% | . | 7.1% |
| CCn1c(Cc2ccc(OC)cc2)nnc1SCC(=O)N1CCN(c2ccccc2)CC1 | -6.4% | 1.6% | -6.2% | 0.2% | 0.3% | . | 5.1% | -7.9% |
| COc1ccc(C(=O)c2ccccc2O)c(O)c1 | -12.2% | -1.5% | -8.4%[25.9 µM] | . | -5.6% | -1.3% | . | 2.9% |
| CSc1ccc(N=Nc2c(C)[nH]n(C)c2=O)cc1 | 1.8% | 0.3% | -5.4% | 8.3% | -2.8% | ? | -8.4% | 13.4% |
| N#CCC(=O)c1sccc1-n1cccc1 | . | -0.6% | ? | ? | 3.2% | -16.6% | -3.9% | 99.1%[activator] |
| O=C(CSc1nnc(Nc2ccccc2)s1)Nc1cccc(S(=O)(=O)N2CCCCC2)c1 | -6.6% | ? | -10.5% | 3.7% | -16.6%[53 µM] | 15.0% | 1.7% | 12.1% |
| CN=C(c1ccccc1)c1c(C)cccc1C | -0.3% | 0.0% | 4.3% | 3.7% | -5.4% | -0.1% | 0.3% | -4.5% |
| Cc1ccsc1C(=O)C1CCCN(Cc2cc(F)ccc2-n2cccn2)C1 (centres undefined) | -10.2% | 0.1% | -10.7% | 14.0% | 5.4% | 1.5% | -4.5% | 3.7% |
| CN1CCCN(C(=O)CC(c2ccccc2)c2ccccc2)CC1 | 0.5% | 0.7% | i | -1.4% | 3.0% | 3.7% | 1.2% | 1.2% |
| O=C(CN1C(=O)/C(=C\c2cccs2)SC1=S)Nc1cccc(C(=O)O)c1 | -14.4% | -7.5% | 5.4% | 7.0% | -4.6% | -24.7% | . | 7.3% |
| CC(/C=C/c1ccc2c(c1)OCO2)=N/NC(=O)C1COc2ccccc2O1 (centres undefined) | -1.6% | 0.3% | 0.7% | 4.1% | 2.5% | -6.5% | -0.5% | -4.4% |
| Cc1ccc(-c2noc(CSc3nnc(CCc4ccccc4)n3-c3ccccc3)n2)cc1 | 4.6% | -1.8% | -4.3% | -4.4% | -17.8% | . | -9.3% | 2.1% |
| COc1cccc(C(=O)C2CCCN(Cc3cccc(-n4nc(C)cc4C)c3)C2)c1 (centres undefined) | 2.0% | -0.5% | i | -7.0% | -4.2% | -15.4% | . | 1.1% |
| COc1ccc(-c2cc(C(F)(F)F)n3nc(C(=O)N(C)Cc4ccccc4)cc3n2)cc1OC | -2.0% | -3.2% | 15.6% | -19.8% | -2.8% | 65.1%[activator][11.4 µM] | -9.7% | -8.1% |
| O=C(Nn1c(=O)[nH]c2ccccc2c1=O)c1ccco1 | -6.4% | -2.2% | -7.2% | 2.7% | -5.7% | . | -8.4% | 15.9% |
| O=C(NC1CCCCCC1)C1c2ccccc2C(=O)N1C1CC1 (centres undefined) | 2.3% | -1.7% | i | 5.3% | -4.2% | 0.8% | 9.0% | . |

Three of the compounds above, with each value named.
CC(/C=C/c1ccc2c(c1)OCO2)=N/NC(=O)C1COc2ccccc2O1 (centres undefined)
  GAA spleen mod = -1.6% | TR SRC2 fluor cs = 0.3% | RECQ1 helicase = 0.7% | GAA glycogen mod = 4.1% | TRb-SRC2 inh = 2.5% | L3MBTL1 inh = -6.5% | GAA inhib = -0.5% | GoLoco inh red = -4.4%

Cc1ccc(-c2noc(CSc3nnc(CCc4ccccc4)n3-c3ccccc3)n2)cc1
  GAA spleen mod = 4.6% | TR SRC2 fluor cs = -1.8% | RECQ1 helicase = -4.3% | GAA glycogen mod = -4.4% | TRb-SRC2 inh = -17.8% | L3MBTL1 inh = . | GAA inhib = -9.3% | GoLoco inh red = 2.1%

COc1cccc(C(=O)C2CCCN(Cc3cccc(-n4nc(C)cc4C)c3)C2)c1 (centres undefined)
  GAA spleen mod = 2.0% | TR SRC2 fluor cs = -0.5% | RECQ1 helicase = i | GAA glycogen mod = -7.0% | TRb-SRC2 inh = -4.2% | L3MBTL1 inh = -15.4% | GAA inhib = . | GoLoco inh red = 1.1%

Following part.
| Structure | GAA spleen mod | TR SRC2 fluor cs | RECQ1 helicase | GAA glycogen mod | TRb-SRC2 inh | L3MBTL1 inh | GAA inhib | GoLoco inh red |
| --- | --- | --- | --- | --- | --- | --- | --- | --- |
| CC(C)[C@H](NC(=O)Nc1ccc(S(N)(=O)=O)cc1)C(=O)O | 5.6% | -1.7% | -2.6% | 1.8% | 6.2% | 4.2% | ? | 6.9% |
| N/C(=N\OC(=O)c1ccc2ccccc2c1)c1cccc([N+](=O)[O-])c1 | -2.3% | 0.1% | 3.0% | 0.2% | -6.0% | -9.0% | ? | 5.0% |
| COCCN(Cc1nc(C2(c3ccc(C)cc3)CCCC2)no1)C(C)C | 3.7% | -2.3% | -6.3% | 7.3% | 3.2% | 25.4% | -12.1% | 8.1% |
| O=C(c1ccccc1[N+](=O)[O-])n1cnc2ccccc21 | 7.9% | -1.1% | i | -6.9% | 0.1% | 2.4% | ? | 20.6% |
| CC1(C)CC(=O)c2cc(C(=O)NNc3ccccc3)c(=O)n(-c3ccccc3)c2C1 | 7.2% | -1.1% | 2.9% | ? | -0.6% | . | 1.2% | 3.8% |
| O=C1CC(c2cccc([N+](=O)[O-])c2)c2cc3c(cc2N1)CCC3 (centres undefined) | -1.2% | -3.2% | -5.0% | -7.5% | -4.2% | . | -6.2% | 4.2% |
| O=C(CN1CCCCC1)NCC1(c2ccccc2)CCCC1 | 1.9% | 3.6% | 14.3% | 15.0% | 5.1% | 36.0%[activator] | ? | 13.7% |
| Cc1ccc(Oc2cc(N3CCOCC3)nc(-c3ccccc3)n2)cc1 | -3.1% | 0.4% | -0.3% | -3.5% | 5.4% | 1.3% | -8.6% | 2.2% |
| Cc1nnc(SCC(=O)Nc2ccc(N3CCOCC3)cc2)o1 | -2.5% | 1.0% | -0.3% | -5.9% | -17.5% | -0.7% | -7.4% | -38.1% |
| COC(=O)c1ccc(COc2ccccc2/C=N/NC(N)=O)o1 | -3.1% | -1.7% | -1.1% | 5.2% | -0.8% | 52.4%[activator] | . | -8.8% |
| CCOc1ccc(Cl)cc1S(=O)(=O)n1nnc2ccccc21 | 0.9% | -5.4% | ? | -0.8% | -2.8% | . | -28.7% | 0.3% |
| O=C(Nc1ccc(CN2CCOCC2)cc1)c1cc2ccccn2n1 | -1.5% | -2.5% | 11.2% | 10.5% | 6.8% | 9.7% | 4.9% | 10.9% |
| NC(=O)CC(NC(=O)Cc1ccc(Br)cc1)c1ccc(NCCOc2ccccc2)c([N+](=O)[O-])c1 (centres undefined) | 2.1% | -0.2% | 3.5% | 0.8% | -2.4% | . | . | 0.8% |
| Cc1cc(SCCC(=O)O)nc2ccccc12 | -6.5% | 0.2% | -6.8% | 0.3% | -16.3% | 0.0% | 5.4% | 7.3% |
| COc1ccc(CNC(=O)c2cccnc2Sc2ccc(Cl)cc2)cc1 | 6.4% | 0.3% | -0.3% | 4.4% | -12.2% | 1.3% | 4.3% | 20.9% |
| COC(=O)CNC(=O)CN1c2cccc3cccc(c23)S1(=O)=O | -1.5% | 1.3% | -1.6% | 3.5% | 1.6% | . | 2.2% | -4.2% |
| CC(C)(C)NC(=O)C(c1ccsc1)N(CCc1ccccc1)C(=O)Cn1nnc2ccccc21 (centres undefined) | -9.1% | 1.5% | -1.9% | 8.2% | 4.5% | -2.5% | -4.1% | -4.5% |
| c1ccc(-c2cn3nc(-c4ccccc4)cnc3n2)cc1 | -1.9% | -0.2% | 2.5% | 13.7% | 8.5% | 3.6% | -0.7% | 6.9% |
| CCN1/C(=C2\C(=O)N(C)C(=S)N2C)C=Cc2cc(C)ccc21 | -6.9% | 8.4% | -0.2% | ? | 12.9% | -23.5% | 1.2% | 2.9% |
| COc1ccc(-c2c(C(F)(F)F)nn(C)c2NC(=O)CSCC(=O)O)cc1 | 2.9% | 0.5% | -0.6% | 1.0% | -4.3% | . | . | -6.1% |
| O=C(O)COc1ccccc1/C=N/NC(=O)c1cc(-c2ccc(Cl)cc2)nc2ccccc12 | 0.3% | -1.3% | i | 2.7% | -0.8% | . | . | 3.9% |
| O=S(=O)(c1ccc(Cl)s1)N1CCC(Cc2ccccc2)CC1 | -3.0% | -1.4% | i | -13.3% | 1.8% | . | -14.6% | -5.1% |
| Cn1c(SCCOc2ccccc2F)nc2ccccc2c1=O | 6.3% | 0.9% | i | -14.9% | 2.3% | 59.1%[activator] | ? | 4.2% |
| CCOC(=O)C1=C(C)c2ccccc2N(C(=O)OC)C1(C)C(=O)OCC (centres undefined) | 1.8%[119 µM] | 1.9% | -8.5%[81.1 µM] | . | 3.0% | -2.0% | . | -11.1%[88.7 µM] |
| CCOc1ccc(OCC)c(NC(=O)CN2CCN(CC)CC2)c1 | -8.0% | 1.9% | i | 1.0% | -10.5% | -8.3% | -0.6% | 3.9% |
| CCN1CCN(C(=O)c2cn(CC)c3ccc(S(=O)(=O)N(C)C)cc3c2=O)CC1 | 2.0% | -0.8% | 3.0% | -1.1% | -1.0% | ? | 4.9% | -13.9% |
| O=C(c1ccc2c(c1)OCO2)N1CCC2(CC1)Oc1ccc(F)cc1C(=O)C21CC(c2ccccc2)=NO1 (centres undefined) | 6.5% | -0.5% | i | -2.7% | -1.3% | . | . | 6.6% |
